GPR151 activ – human GPR151 activation. 650,000 compounds, 1% hits. PathHunter beta-arrestin GPR151 cells, luminescence. Q8TDV0. activation, % at 11.2 µM. AID 1508602; in the data active = activation above about 4.9%;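 note: 0% = median of compound wells and 100% = cells with positive control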
MITF inh – human MITF inhibition, primary screen | O75030 | AlphaScreen MITF homodimerization, bead proximity signal | inhibition, % at 2.6 µM | 650,000 compounds, 0.91% hits; in the data active = inhibition above about 50%;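 note: 0% = vehicle wells with protein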
FBW7 act – activators of human E3 ligase FBW7. Q969H0. 650,000 compounds, 0.13% hits. normalized activity (activation), % at 26.1 µM. AlphaScreen FBW7–phospho-cyclin E peptide binding, activator screen; in the data active = normalized activity above about 1.9%;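 note: purified mutant Fbw7 with reduced substrate affinity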
Target sequence (Q969H0 whole entry, looked up): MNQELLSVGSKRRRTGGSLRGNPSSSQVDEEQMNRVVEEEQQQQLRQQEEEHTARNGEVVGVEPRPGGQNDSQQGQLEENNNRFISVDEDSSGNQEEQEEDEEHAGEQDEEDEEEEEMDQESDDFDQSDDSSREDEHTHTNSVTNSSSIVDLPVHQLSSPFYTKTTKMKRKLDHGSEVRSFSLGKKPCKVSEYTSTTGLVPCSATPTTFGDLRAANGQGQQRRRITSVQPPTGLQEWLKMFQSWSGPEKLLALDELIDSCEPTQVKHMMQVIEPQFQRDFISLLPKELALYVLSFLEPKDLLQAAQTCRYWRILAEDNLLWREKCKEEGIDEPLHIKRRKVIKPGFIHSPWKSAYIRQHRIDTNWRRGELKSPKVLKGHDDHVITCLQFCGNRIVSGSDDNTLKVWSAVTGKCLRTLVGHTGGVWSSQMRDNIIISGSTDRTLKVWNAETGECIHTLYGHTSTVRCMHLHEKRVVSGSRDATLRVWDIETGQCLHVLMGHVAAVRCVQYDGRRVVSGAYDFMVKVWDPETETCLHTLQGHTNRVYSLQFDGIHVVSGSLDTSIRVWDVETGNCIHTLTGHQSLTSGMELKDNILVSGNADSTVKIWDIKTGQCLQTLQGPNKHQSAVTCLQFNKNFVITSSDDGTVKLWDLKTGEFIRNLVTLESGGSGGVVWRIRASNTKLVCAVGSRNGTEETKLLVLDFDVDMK
TEAD-YAP block – TEAD-YAP interaction inhibition. 640,000 compounds, 1.4% hits. AID 1259422. inhibition, % at 9.12 µM. HEK-TIYL cells, TEAD-Gal4/YAP UAS-luciferase luminescence; in the data active = inhibition above about 32%;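 note: 0% = median of test compound wells and 100% = reference inhibitor wells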
Active calls of the source: *.

Values run as follows: GPR151 activ, MITF inh, FBW7 act, TEAD-YAP block
1: N#Cc1c(-c2cccnc2)cc(-c2cccs2)[nH]c1=O
→ -0.9, -6, -0.2, 1
2: CCC(O)c1ccc(OCc2ccccc2)c(OC)c1 (configuration not stated)
→ -4.1, 5, 0.0, 2
3: Cc1c(C)c2c(O)cc(O)cc2oc1=O
→ 0.1, -5, 0.0, -3
4: CCCCCC(=O)NNC(=O)Cc1ccc([N+](=O)[O-])cc1
→ -0.1, 3, 0.1, 0
5: CC(C)c1nnc(NC(=O)c2cccc([N+](=O)[O-])c2)s1
→ 0.2, -6, 0.0, -21
6: Cc1ccc(C(=O)N2CCN3C(=O)[C@H](C)N(C)C(=O)[C@H]3C2)cc1
→ 2.0, 5, 0.1, -5
7: c1ccc(CSc2nnc3ccc(-c4ccccc4)nn23)cc1
→ 1.9, 7, 0.2, 3
8: CCC(C)Nc1nc(OCC(F)(F)F)nc(OCC(F)(F)F)n1 (configuration not stated)
→ -0.3, 23, 1.3, -7
9: CCCCN(C)CCCN(Cc1ccco1)C(=S)Nc1ccc(C)c(Cl)c1
→ 0.5, 12, 0.0, 10
10: COc1ccc(Br)cc1C(=O)NC(=S)Nc1ccc(S(N)(=O)=O)cc1
→ -1.0, -4, 0.0, -14
11: COc1ccc(CC(=O)Nc2c(-c3ccc(F)cc3)nc3ccccn23)cc1OC
→ 0.7, -6, -0.1, 12
12: Cc1ccc2c(c1)cc(CN(Cc1ccco1)C(=O)COc1ccccc1)c1nnnn12
→ 0.8, -17, 0.0, -3
13: NC(=O)c1ccc[n+](CC(=O)Nc2ccccc2F)c1
→ 0.9, -12, -0.2, -1
14: Cc1[nH][nH]c(=O)c1C(c1ccco1)c1c(C)[nH][nH]c1=O
→ 1.3, 7, -0.6, -8
15: COc1cccc(CNn2c(-c3ccc(OC)c(OC)c3)nc3ccccc3c2=O)c1
→ 0.9, 3, -0.1, -1
16: C/C(CC(=O)Nc1ccc(N(C)C)cc1)=N\NC(=O)C1CCCCC1
→ 0.5, -8, -0.2, -8
17: COc1ccc(NC(=O)Cn2c(=O)n(-c3ccc(C)cc3)c(=O)c3sccc32)cc1
→ -0.2, -14, 0.0, -2
18: O=C(O)CCNS(=O)(=O)c1ccc(Cl)c(C(F)(F)F)c1
→ -0.4, -8, 0.1, -1
19: COc1ccc(OC)c(Nc2nc3ccccc3n3nnnc23)c1
→ -1.3, 8, 0.1, -27
20: CCCOc1ccc(/C=N\NC(=O)CCc2n[nH]c(=O)[nH]c2=O)cc1OC
→ -0.3, -9, 1.6, -4
21: CC1CCCC/C1=N\NC(=O)CCC(=O)Nc1ccccc1 (configuration not stated)
→ 0.3, 6, 0.3, 10
22: Cc1ccc(C2=NN3C(C2)c2cc(Cl)ccc2OC3c2ccc(F)c(F)c2)o1 (configuration not stated)
→ 0.3, 6, -0.2, -9
23: N#Cc1ccccc1NC(=O)c1ccc(-c2cccc([N+](=O)[O-])c2)o1
→ 1.1, 5, 0.2, -31
24: O=C(NCc1ccncc1)C(=O)NCC(c1ccccc1)c1ccccc1
→ 0.0, 2, -0.1, 12
25: CC(NS(=O)(=O)c1ccc(Cl)c(C(F)(F)F)c1)C(=O)O (configuration not stated)
→ -1.6, -16, 0.1, -4
26: O=C(CN1C(=O)c2ccccc2C1=O)Nc1cccc2c1C(=O)N(c1ccccc1)C2=O
→ -0.7, 15, 0.0, 4
27: CC1(C)CC(=O)C2=C(C1)Nc1ccc3ccccc3c1C2c1ccc2c(c1)OCO2 (configuration not stated)
→ 1.4, 5, 0.0, 7
28: CN(CC(O)Cn1c2ccccc2c2ccccc21)S(=O)(=O)c1ccc(F)cc1 (configuration not stated)
→ 0.8, 5, -0.2, -8
29: CCOC(=O)C1CCCCN1Cc1ccc(OC)c(O)c1 (configuration not stated)
→ 0.0, 16, -0.1, -2
30: COc1cccc(OC)c1C(=O)Oc1ccc2c(=O)c(Oc3ccc4ccccc4c3)c(C(F)(F)F)oc2c1
→ -2.2, 3, 0.3, 18

Among those listed so far, four have a CF3 group.
Values run as follows: GPR151 activ, MITF inh, FBW7 act, TEAD-YAP block
8: CCC(C)Nc1nc(OCC(F)(F)F)nc(OCC(F)(F)F)n1 (configuration not stated)
→ -0.3, 23, 1.3, -7
18: O=C(O)CCNS(=O)(=O)c1ccc(Cl)c(C(F)(F)F)c1
→ -0.4, -8, 0.1, -1
25: CC(NS(=O)(=O)c1ccc(Cl)c(C(F)(F)F)c1)C(=O)O (configuration not stated)
→ -1.6, -16, 0.1, -4
30: COc1cccc(OC)c1C(=O)Oc1ccc2c(=O)c(Oc3ccc4ccccc4c3)c(C(F)(F)F)oc2c1
→ -2.2, 3, 0.3, 18

Later entries.
Values run as follows: GPR151 activ, MITF inh, FBW7 act, TEAD-YAP block
31: CN1CCN(C(=O)c2ccc(-c3nc(Nc4ccccc4)c4[nH]cnc4n3)cc2)CC1
→ 0.9, 9, -0.2, 4
32: O=C(CN1C(=O)c2cccnc2Oc2ccc(Cl)cc21)NC1CCCCCC1
→ 0.3, -8, 0.0, 12
33: NC(=O)c1cc(Cl)c(C(N)=O)cc1Cl
→ -1.5, 13, 0.1, 3
34: Nc1nonc1C(=O)N/N=C/c1ccc(-c2ccc([N+](=O)[O-])cc2Cl)o1
→ 0.0, 11, 0.1, 9
35: CCc1ccccc1NC(=O)CSc1nnc(-c2ccccc2)c(-c2ccccc2)n1
→ -1.9, 14, -0.1, 15
36: CCOc1ccccc1NC(=O)C1=C(C)NC(=O)NC1c1ccc(OC)cc1OC (configuration not stated)
→ -0.9, 5, 0.1, 5
37: Cc1nc(N2CCN(c3ccccn3)CC2)c2c(C)c(C(=O)N(C)Cc3ccccc3)sc2n1
→ -0.9, -3, -0.1, -10
38: N#CC1=C(S)N(c2ccccc2)C(c2ccco2)NC1=O (configuration not stated)
→ -0.4, -3, 0.0, -5
39: O=C(Nc1ccc(Cl)cc1Cl)N[C@H]1C[C@H]2C(=O)N[C@@H](Cc3ccccc3)C(=O)N2C1
→ 3.4, -1, -0.2, -9
40: CCc1ccccc1NC(=O)CSc1nnc(C(C)C)n1CCOC
→ 2.5, -9, -0.2, -9
41: Cn1cc(SCC(=O)Nc2ccc(F)cc2)c2ccccc21
→ 0.6, -6, 0.3, 0
42: S=c1[nH]nc(Nc2cccc(Cl)c2)s1
→ -1.5, 1, 0.0, -14
43: COc1ccc(CC2C(=O)Nc3ccc(Br)cc32)cc1 (configuration not stated)
→ -0.9, 9, 0.2, -7
44: CSCCCNCc1c(C(=O)N2C[C@@H](C)O[C@@H](C)C2)nc2ccc(Cl)cn12
→ -0.6, 3, 0.1, 14
45: COc1ccccc1N1CCN(C(c2ccccc2)c2nnnn2CC2CCCO2)CC1 (configuration not stated)
→ 0.7, 1, -0.2, 3
46: Cc1ccc(C)c(N=Cc2c(O)n(C)c(=S)[nH]c2=O)c1
→ -0.4, 5, -0.2, 9
47: COc1ccccc1N1CCN(C(=O)/C=C/c2ccccc2[N+](=O)[O-])CC1
→ -0.6, 12, 0.0, -7
48: Cc1ccc(Cl)cc1NC(=O)/C(=C/c1ccc2c(c1)OCO2)NC(=O)c1ccc(Br)cc1
→ 0.5, 35, 0.2, 1
49: c1ccc(-c2csc(=Nc3cccnc3)n2Cc2ccc3c(c2)OCO3)cc1
→ -0.6, 8, -0.5, 9
50: Cc1ccc(-c2nc3c4cnn(-c5ccccc5)c4ncn3n2)cc1
→ 0.1, 16, 0.0, -2
51: CC(C)CCNC(=O)c1ccc2c(c1)NC(=O)C(CS(=O)(=O)Cc1ccc(F)cc1)N2 (configuration not stated)
→ 0.5, 5, 0.1, 13
52: CN(C)c1ccc(NC(=O)CSc2ccccn2)cc1
→ -0.4, 3, -0.3, -34
53: C=CCOc1ccc(Br)cc1/C=C1/C(=O)NC(=O)N(c2ccccc2)C1=O
→ 1.4, 2, 0.1, -2
54: COc1ccc(OC(C)C(=O)Nc2ccc(C)cc2Br)cc1 (configuration not stated)
→ 1.9, 7, 0.1, -6
55: CSc1ccccc1N1C(=O)CN(C(=O)c2ccc(N3CCOCC3)cc2)CC1C (configuration not stated)
→ -0.7, -1, 0.0, -13
56: Cc1cc(CN2CCC3(CC2)CC3C(=O)NCc2cccnc2)cc(C)c1O (configuration not stated)
→ 1.5, -3, -0.1, 1
57: CC1C/C(=C/c2ccco2)C(C)N(C)C1 (configuration not stated)
→ 0.5, 7, 0.0, -11
58: N/C(=N\OC(=O)COc1ccc2ccccc2c1)c1ccccc1
→ 1.4, 11, 0.0, -3
59: O=C1Nc2ccc(Cl)cc2C1=Nc1cccc(C(=O)O)c1
→ 0.5, 8, -0.2, 12
60: CCOC(=O)C1CCCCN1C(=O)CCc1nnc(-c2cc(C)oc2C)o1 (configuration not stated)
→ -1.0, 2, -0.1, -59

(next part)
Values run as follows: GPR151 activ, MITF inh, FBW7 act, TEAD-YAP block
61: COCCNC(=O)C1c2ccccc2C(=O)N(CCOC)C1c1cn(C)c2ccccc12 (configuration not stated)
→ 0.7, 13, -0.2, 6
62: O=C(NCCO)c1cccc(-c2cnc3c(n2)[nH]c(=O)n3Cc2cccnc2)c1
→ 1.3, 7, 0.3, -6
63: On1nnc2ccc(Cl)cc21
→ -0.3, -12, 0.1, -9
64: COC(=O)c1cc(OC)c(OC)cc1NC(=O)Nc1ccc(Cl)c(Cl)c1
→ -0.1, -16, 1.1, -10
65: O=C1C2CCCN2S(=O)(=O)c2ccccc2N1Cc1cccnc1 (configuration not stated)
→ 1.9, 0, 0.0, -13
66: Cc1ccc(NC(=O)CC2SC(=O)N(c3ccccc3)C2=O)cc1Cl (configuration not stated)
→ -0.6, -11, 0.0, -27
67: CN(c1ccc(O)cc1)c1ccc2nonc2c1[N+](=O)[O-]
→ 0.4, 9, 0.5, -29
68: COc1cccc(NC(=O)CSc2ncc(S(=O)(=O)c3ccccc3)c(=O)[nH]2)c1
→ -0.7, 3, 0.0, -5
69: O=C(NCC(O)c1ccc([N+](=O)[O-])cc1)c1cccc(S(=O)(=O)N2CCCC2)c1 (configuration not stated)
→ 2.1, 11, 0.0, 2
70: CCOc1ccc(N2CC(C(=O)OCC(=O)Nc3ccc(OC)cc3)CC2=O)cc1 (configuration not stated)
→ 0.3, -6, 0.3, -4
71: O=C(CSc1nc2cc(C(=O)NCC3CCCO3)ccc2c(=O)n1Cc1ccco1)NC1CCCC1 (configuration not stated)
→ -0.5, -3, 0.0, 11
72: Cc1ccc(NC(=O)CSc2ncnc3ccccc23)cc1
→ -0.8, -3, -0.2, -8
73: Cc1ccc(OCCOc2ccc(Br)cc2/C=N\NC(N)=O)cc1
→ -0.5, 13, 0.3, -2
74: N#CC1=C(N)Oc2cc(O)ccc2C1c1cccc2ccccc12 (configuration not stated)
→ 0.2, 9, 0.1, 0
75: O=C(CCN1CCOCC1)NNC(=O)c1ccc([N+](=O)[O-])cc1[N+](=O)[O-]
→ 2.1, 0, -0.1, 0
76: COc1ccccc1-n1c(=S)sc2c(=O)n(-c3ccccc3)c(SCC(=O)Nc3ccc(N(C)C)cc3)nc21
→ -1.4, 20, -0.1, -5
77: Cc1ccc(/C=C/S(=O)(=O)N2CCN(c3ccc(-c4ccncc4)nn3)CC2)cc1
→ 1.5, 6, 0.0, -18
78: COc1cccc(C2CC(c3ccc(Cl)cc3)=NN2)c1O (configuration not stated)
→ -2.2, 0, -0.1, 4
79: O=C(CSc1ccncc1)N1CCC(c2[nH]ncc2-c2ccccc2)CC1
→ -1.2, 1, -0.1, -14
80: CS(=O)(=O)c1ccc2nc(NC(=O)CCc3ccccc3)sc2c1
→ -0.7, -13, -0.1, 14
81: O=C1NC(=Nc2ccccc2)S/C1=C/c1ccccc1F
→ 1.0, 9, -0.1, 1
82: COc1ccc(C2CC(c3cccc(Br)c3)n3nc(N)nc3N2)cc1 (configuration not stated)
→ 0.7, 18, 0.0, 9
83: N#C/C(=C\c1c(N2CCCCC2)nc2ccccn2c1=O)c1nc2ccccc2s1
→ 0.4, 11, -0.2, 2
84: CCCn1cc(SCC(=O)NCc2ccco2)c2ccccc21
→ -0.4, 3, 0.1, 10
85: Cc1cc(N2CCCCC2)nc2ccc(NC(=O)c3ccc(F)cc3Cl)cc12
→ 0.1, -10, 0.0, -9
86: COC(=O)c1c(NC(=O)c2c(C)nn(-c3ccccc3)c2Cl)sc(C)c1C
→ -0.3, 1, 0.0, 3
87: Brc1cccc2cnccc12
→ 0.8, 10, 0.0, 0
88: Cc1ccc(-n2c(SCc3ccc(Cl)cc3)nc3[nH]ncc3c2=O)cc1
→ -0.7, 3, 0.0, 2
89: CCN1CCN(CC(=O)N/N=C/c2ccc(Cl)c(Cl)c2)CC1
→ 3.5, 68*, 0.2, -4
90: COc1ccc(C/C(N)=N/OC(=O)COc2ccc3ccccc3c2)cc1
→ 0.1, 3, 0.1, -3
91: Cc1cccc(C2=N/C(=C\c3coc4ccccc4c3=O)C(=O)O2)c1
→ -0.5, 5, 0.1, 6
92: Cc1nc2cc(C(=O)NCCN3CCOCC3)ccc2n1-c1cccc(Cl)c1
→ -0.6, 9, -0.2, 10
93: Cc1ccc2nc(C3CCN(C(=O)C(C)(C)C)CC3)[nH]c2c1
→ -1.2, 7, 0.1, -3

Arranged by length of the SMILES (lowest first): some entries from above
Values run as follows: GPR151 activ, MITF inh, FBW7 act, TEAD-YAP block
72: Cc1ccc(NC(=O)CSc2ncnc3ccccc23)cc1
→ -0.8, -3, -0.2, -8
73: Cc1ccc(OCCOc2ccc(Br)cc2/C=N\NC(N)=O)cc1
→ -0.5, 13, 0.3, -2
64: COC(=O)c1cc(OC)c(OC)cc1NC(=O)Nc1ccc(Cl)c(Cl)c1
→ -0.1, -16, 1.1, -10

From PubChem
